Mac1 fbg inh: blocks human CD11b/CD18 adhesion to fibrinogen | 93,000 compounds, 0.54% hits | AID 1497 | inhibition, % at 10 µM | K562 CD11b/CD18 adhesion to fibrinogen, ATPlite luminescence; Mn2+ added to activate the integrin | P05107+P11215;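 active = primary inhibition of 50% or more at 10 µM, then 40% or more on retest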; note: some results filed as inactive read as strong as hits
HUVEC inhibit: inhibitors of human endothelial cell proliferation; HUVEC proliferation, CellTiter-Glo luminescence, 72 h; stronger effect = lower value; viability, % at 10 µM (by protocol); 86,000 compounds, 1.1% hits; AID 648;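 active = viability at or below 30%; inactive = viability above 30%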;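 note: 100% = median luminescence of DMSO-only cell control wells on each plate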
H69AR inhibit: growth inhibitors of human H69AR lung tumor cells | H69AR lung tumor viability, ATP luminescence, 72 h; stronger effect = lower value | viability, % at 10 µM | AID 598 | 85,000 compounds, 6% hits;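 active = viability at or below 40%; inactive = viability above 40%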;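 note: multidrug resistant small cell line overexpressing MRP-1 efflux transporter; 100% = mean luminescence of untreated control wells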
Lung fibro prol: blocks proliferation of human lung fibroblasts; LL 47 human lung fibroblast viability, ATP luminescence; stronger effect = lower value; viability, % at 10 µM; 85,000 compounds, 1.1% hits; AID 719;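 active = viability at or below 50% in the single dose screen; inactive = viability above 50%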;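 note: compound exposure lasted 72 h before the ATP readout; 100% = median luminescence of untreated cell-only wells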
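Test system: LL 47 human lung fibroblasts / Quantity: 1,150 cells in each well / Medium: IMEM growth medium with 15% fetal bovine serum / Incubation: 72 h compound exposure at 37 °C after overnight plating / Detection: CellTiter-Glo luminescence measuring cellular ATP / Read-out: % viability versus median cells-only luminescence / Benchmarks: cell-only wells, no compound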
Mac1 fbg enh: increases human CD11b/CD18 adhesion to fibrinogen | P05107+P11215 | K562 CD11b/CD18 adhesion to fibrinogen, ATPlite luminescence | activation, % at 10 µM | 93,000 compounds, 0.07% hits;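 active = 10 µM primary screen giving 50% or more activity, confirmed by 40% or more on retest at that dose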; note: strong numbers were not always called active; reference of the scale not given here
ERa SRC1 pot: ER-alpha (human) coactivator binding potentiation; P03372; TR-FRET ERalpha-LBD/SRC-Cy5 coactivator binding, 2 h; 100 = basal binding, no effect; coactivator binding (% of control), % at 25.6 µM; 86,000 compounds, 1.3% hits; AID 639; in the data active = activity above about 200%;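 note: binding measured in presence of low estradiol as agonist stimulus; 0% = peptide alone without receptor and 100% = receptor with peptide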
Target sequence (P03372 whole entry, looked up, the tested form may be a part): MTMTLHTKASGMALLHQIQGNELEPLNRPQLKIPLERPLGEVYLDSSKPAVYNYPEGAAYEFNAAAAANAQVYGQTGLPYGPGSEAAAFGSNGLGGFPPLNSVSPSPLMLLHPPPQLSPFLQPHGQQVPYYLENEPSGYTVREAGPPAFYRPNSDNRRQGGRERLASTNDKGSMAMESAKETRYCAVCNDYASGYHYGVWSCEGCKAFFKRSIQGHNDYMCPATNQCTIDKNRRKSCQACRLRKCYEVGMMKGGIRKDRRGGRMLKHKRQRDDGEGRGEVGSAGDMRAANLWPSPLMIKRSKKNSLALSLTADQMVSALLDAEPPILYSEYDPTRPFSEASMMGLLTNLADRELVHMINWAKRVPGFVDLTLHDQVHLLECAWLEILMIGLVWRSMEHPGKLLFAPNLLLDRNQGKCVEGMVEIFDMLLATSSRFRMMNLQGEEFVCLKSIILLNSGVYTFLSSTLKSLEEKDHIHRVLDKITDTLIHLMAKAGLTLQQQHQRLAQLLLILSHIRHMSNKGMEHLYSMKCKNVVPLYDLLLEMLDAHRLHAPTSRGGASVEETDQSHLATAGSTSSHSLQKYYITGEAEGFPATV
CYP2C19 inh: blocks human cytochrome P450 2C19 | P33261 | CYP2C19 Supersomes, luciferin-H EGE luminescence, 30 min | inhibition, % at 5 µM | 96,000 compounds, 21% hits | AID 778;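 active = CYP2C19 inhibition above a set limit at 5 µM in the primary screen, cut at about 50% in these data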;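 note: plate controls were negative control wells for no effect and 2.5 mM tranylcypromine positive control for full effect; values of inactives mirror those of a sister screen read the other way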
Target sequence (P33261 whole entry, looked up): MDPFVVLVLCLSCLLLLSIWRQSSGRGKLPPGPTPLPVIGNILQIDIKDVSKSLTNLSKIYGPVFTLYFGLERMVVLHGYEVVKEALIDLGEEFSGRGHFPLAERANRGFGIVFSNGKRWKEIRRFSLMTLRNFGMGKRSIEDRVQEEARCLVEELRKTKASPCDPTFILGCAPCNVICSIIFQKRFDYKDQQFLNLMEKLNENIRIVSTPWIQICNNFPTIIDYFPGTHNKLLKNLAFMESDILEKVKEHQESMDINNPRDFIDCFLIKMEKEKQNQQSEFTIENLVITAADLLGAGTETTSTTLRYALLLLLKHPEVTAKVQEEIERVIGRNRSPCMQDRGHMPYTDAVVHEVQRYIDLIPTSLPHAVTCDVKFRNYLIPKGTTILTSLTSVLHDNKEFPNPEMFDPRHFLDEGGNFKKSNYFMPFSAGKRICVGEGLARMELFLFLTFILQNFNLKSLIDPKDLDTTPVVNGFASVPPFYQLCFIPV
ERa SRC1 inh: ER-alpha (human) coactivator binding inhibition; P03372; TR-FRET ER-alpha LBD / SRC-1 peptide, estradiol-bound; inhibition, % at 25.6 µM; 86,000 compounds, 1.7% hits; in the data active = inhibition above about 50%;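 note: 0% = receptor plus peptide control and 100% = peptide only without receptor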
CYP2C19 act: increases human CYP2C19 enzyme activity | recombinant CYP2C19, luciferin-H EGE luminescence; stronger effect = higher value; 0 = fully inhibited enzyme, 1 = untreated enzyme | activation factor at 5 µM | 96,000 tested, under 10 active;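 active = activation factor of at least 2 at 5 µM in the primary screen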;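 note: 0 = wells with 2.5 mM tranylcypromine and 1 = vehicle-only wells; values of inactives mirror those of a sister screen read the other way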
The depositor's hits bear a star; / = not tested or not shown; [ ] = dose if it differs, or a comment.

SMILES | Mac1 fbg inh | HUVEC inhibit | H69AR inhibit | Lung fibro prol | Mac1 fbg enh | ERa SRC1 pot | CYP2C19 inh | ERa SRC1 inh | CYP2C19 act
NC(=O)c1c(-c2ccccc2)oc2ccc(O)cc12 | 12 | 109 | 94 | 106 | 5 | 121 | 50 | -6 | 0.5
COc1cccc2cc(C(C)=O)c(=O)oc12 | -3 | 92 | 80 | 94 | 0 | 109[fluorescence artefact?] | -1 | -17 | 1
COC(=O)c1cc(NCc2ccccc2F)ccc1N1CCOCC1 | -3 | 95 | 92 | 99 | -2 | 118[fluorescence artefact?] | 87* | -14 | 0.1
COc1ccc(NC(=O)Cn2nnc(C(=O)NCc3ccccc3)c2N)cc1Cl | -11 | 70 | 28* | 94 | -1 | 176 | -14 | 19 | 1.1
COCCCNC(=O)CCn1c(=O)c2ccccc2n(CC(=O)Nc2cc(Cl)ccc2C)c1=O | -13 | 102 | 89 | 103 | 0 | 101 | 6 | -8 | 0.9
O=C(c1ccccc1Oc1ccccc1)N1CCN(c2ccc(F)cc2)CC1 | / | 109 | 100 | 100 | / | 90 | 87* | 5 | 0.1
Cc1ccc(SCc2[nH]nc3c2C(c2ccc(C)o2)C(C#N)=C(N)O3)cc1 (stereo not drawn) | 8 | / | / | / | 3 | / | 1 | / | 1
CC(=O)Nc1ccc(C(=O)CSc2nnnn2C(C)C)cc1 | -4 | 98 | 98 | 105 | -4 | 98 | 48 | 12 | 0.5
CN(C)c1nc(N)nc(CSc2n[nH]c(-c3ccccc3)n2)n1 | 2 | 97 | 78 | 102 | 2 | 122[fluorescence artefact?] | 39 | -3 | 0.6
Cc1ccccc1Cn1nc(C)c(NC(=O)c2sc3ccccc3c2Cl)c1C | -12 | / | / | / | 6 | / | 19 | / | 0.8
COc1ccccc1NC(=O)c1cc(S(=O)(=O)N2CCOCC2)ccc1Cl | 0 | 99 | 100 | 99 | 3 | 110[fluorescence artefact?] | -6 | -8 | 1.1
O=C(CCCn1c(=O)[nH]c2cc(Cl)ccc2c1=O)NCCCN1CCCC1 | -34 | 98 | 99 | 102 | 2 | 103 | 8 | 2[fluorescence artefact?] | 0.9
CC(=O)Oc1ccc(C(=O)Nn2cnnc2)cc1 | / | 97 | 93 | 100 | / | 98 | / | -12 | /
COc1ccccc1C(c1nnnn1C(C)(C)C)N1CCCCCC1 (stereo not drawn) | -13 | 94 | / | 90 | -5 | 120 | 52* | -6 | 0.5
CCCCn1c(N)c(N(CCC(C)C)C(=O)COC(=O)c2ccco2)c(=O)[nH]c1=O | -6 | 113 | 89 | 102 | -1 | 100 | 16 | -1 | 0.8
CC(=O)Nc1ccc2nc(-c3cccnc3)[nH]c2c1 | / | 105 | 110 | 101 | / | 100 | / | -38 | /
CCOC(=O)C/C(C)=N/NC(=O)c1cccs1 | 7 | / | / | / | -3 | / | -14 | / | 1.1
Cc1cc(C)nc(/N=C2\NC(=O)CC(C(=O)O)N2c2ccc(Oc3ccccc3)cc2)n1 (stereo not drawn) | -5 | 65 | 95 | 94 | 5 | 109 | -10 | -13 | 1.1
CC1CCN(c2nnc(N)s2)CC1 | / | 102 | 102 | 100 | / | 99 | / | -2 | /
CCOC(=O)CNC(=O)CSc1nc2ncc(Br)cc2[nH]1 | -3 | 98 | / | 112 | 2 | 98 | 31 | 34 | 0.7
COc1ccc(N2CCN(c3oc(COc4ccc(Cl)cc4Cl)nc3C#N)CC2)cc1 | 1 | 94 | 92 | 113 | -3 | 122 | 25 | -1 | 0.8
CCc1ccc(OCC(=O)NC(=S)Nc2ccc(C(C)=O)cc2)c(Br)c1 | 2 | / | / | / | 11 | / | 12 | / | 0.9
Clc1ccc(NC2=NCCC2)cc1Cl | -14 | 97 | 96 | / | -1 | 110 | 6 | -9 | 0.9
CCOc1ccc(-n2c(COc3ccccc3)nnc2SCC(N)=O)cc1 | -8 | 90 | 92 | 88 | -5 | 105 | 76* | -3[fluorescence artefact?] | 0.2
CC(=O)c1c(C(C)=O)c(C)n(-c2ccc(N)cc2)c1C | -2 | 106 | 91 | 102 | -2 | 88[fluorescence artefact?] | -24 | 7 | 1.2

Gathered by group: those above containing an NH in an aromatic ring.
SMILES | Mac1 fbg inh | HUVEC inhibit | H69AR inhibit | Lung fibro prol | Mac1 fbg enh | ERa SRC1 pot | CYP2C19 inh | ERa SRC1 inh | CYP2C19 act
Cc1ccc(SCc2[nH]nc3c2C(c2ccc(C)o2)C(C#N)=C(N)O3)cc1 (stereo not drawn) | 8 | / | / | / | 3 | / | 1 | / | 1
CN(C)c1nc(N)nc(CSc2n[nH]c(-c3ccccc3)n2)n1 | 2 | 97 | 78 | 102 | 2 | 122[fluorescence artefact?] | 39 | -3 | 0.6
O=C(CCCn1c(=O)[nH]c2cc(Cl)ccc2c1=O)NCCCN1CCCC1 | -34 | 98 | 99 | 102 | 2 | 103 | 8 | 2[fluorescence artefact?] | 0.9
CCCCn1c(N)c(N(CCC(C)C)C(=O)COC(=O)c2ccco2)c(=O)[nH]c1=O | -6 | 113 | 89 | 102 | -1 | 100 | 16 | -1 | 0.8
CC(=O)Nc1ccc2nc(-c3cccnc3)[nH]c2c1 | / | 105 | 110 | 101 | / | 100 | / | -38 | /
CCOC(=O)CNC(=O)CSc1nc2ncc(Br)cc2[nH]1 | -3 | 98 | / | 112 | 2 | 98 | 31 | 34 | 0.7

Returning to the listing, starting four compounds before the break.
SMILES | Mac1 fbg inh | HUVEC inhibit | H69AR inhibit | Lung fibro prol | Mac1 fbg enh | ERa SRC1 pot | CYP2C19 inh | ERa SRC1 inh | CYP2C19 act
CCc1ccc(OCC(=O)NC(=S)Nc2ccc(C(C)=O)cc2)c(Br)c1 | 2 | / | / | / | 11 | / | 12 | / | 0.9
Clc1ccc(NC2=NCCC2)cc1Cl | -14 | 97 | 96 | / | -1 | 110 | 6 | -9 | 0.9
CCOc1ccc(-n2c(COc3ccccc3)nnc2SCC(N)=O)cc1 | -8 | 90 | 92 | 88 | -5 | 105 | 76* | -3[fluorescence artefact?] | 0.2
CC(=O)c1c(C(C)=O)c(C)n(-c2ccc(N)cc2)c1C | -2 | 106 | 91 | 102 | -2 | 88[fluorescence artefact?] | -24 | 7 | 1.2
O=C(OCC(=O)N1CCN(C(=O)c2ccco2)CC1)C1=COCCO1 | 4 | 91 | 111 | 100 | 2 | 109 | -9 | -1 | 1.1
Cc1ccc(N)cc1CN1CCCC1=O | -14 | 112 | 92 | 101 | 1 | 119 | 11 | 3 | 0.9
O=C(c1cccnc1)N1CCN(S(=O)(=O)c2ccc3ccccc3c2)CC1 | 12 | 95 | 79 | 97 | -3 | 88 | 33 | 7 | 0.7
COc1ccc(Nc2nc3ccccc3nc2NS(=O)(=O)c2cccs2)cc1 | / | 84 | 94 | 102 | / | 75 | 34 | 15 | 0.7
CC(C)(C)OC(=O)N1CCC[C@@H]1C(=O)N1CCC(C(=O)O)CC1 | 1 | 95 | 107 | 100 | 1 | 124 | -13 | -6 | 1.1
O=C(NCCN1CCOCC1)c1noc2c1CCc1ccccc1-2 | -7 | 94 | 103 | 104 | 0 | 119 | -12 | 4 | 1.1
NC(=O)c1ccc(NC(=O)c2ccc3c(c2)OCO3)cc1 | 5 | / | / | / | -6 | / | 1 | / | 1
COc1cc2[nH]c(=S)n(NC(=O)CC(C)C)c(=O)c2cc1OC | -5 | 97 | 92 | 94 | 0 | 89 | 2 | -7[fluorescence artefact?] | 1
N#CCC(=O)N1CCn2c1nc1ccccc12 | -7 | 98 | 97 | 89 | 3 | 104 | -6 | 1 | 1.1
O=C(c1cccc(Cl)c1)N(Cc1cccs1)C1CCS(=O)(=O)C1 (stereo not drawn) | -16 | 92 | 90 | 97 | 4 | 108 | 32 | 0 | 0.7
Cc1cc2nc(SC(C)C(=O)O)[nH]c2cc1C (stereo not drawn) | -22 | 104 | 98 | 98 | 1 | 116[fluorescence artefact?] | 6 | 21[fluorescence artefact?] | 0.9
O=C(CN1C(=O)C2CC=CCC2C1=O)NC1CCCc2ccccc21 (stereo not drawn) | 5 | / | / | / | -4 | / | -18 | / | 1.2
COc1ccc(NC(=O)N2CCC(c3ccccc3)C2)c(OC)c1 (stereo not drawn) | -5 | 98 | 102 | 120 | -1 | 113[fluorescence artefact?] | 85* | 0 | 0.1
O=C(Nc1cccc(NC(=O)c2nccc3ccccc23)c1)c1ccco1 | 2 | 92 | 78 | 100 | -1 | 97 | 6 | -1 | 0.9
CCn1c(SCC(=O)NCC(=O)Nc2ccc(F)cc2)nnc1-c1ccncc1 | 9 | 99 | 78 | 96 | -2 | 90 | 3 | 1 | 1
COc1ccc(OC)c(NC(=O)CC(NCCC2=CCCCC2)C(=O)O)c1 (stereo not drawn) | 12 | 95 | 97 | 104 | -4 | 132[fluorescence artefact?] | 4 | -12 | 1
COc1ccccc1-n1c(N)c(C(N)=O)sc1=S | / | 89 | 82 | 100 | / | 106 | -3 | -4 | 1
Cc1nn(-c2ccccc2)c2sc(C(=O)NNC(=O)COc3ccccc3)cc12 | -2 | / | / | / | 0 | / | 2 | / | 1
COc1ccc(C2Oc3ccccc3N2C(C)=O)cc1 (stereo not drawn) | -5 | 96 | 65 | 106 | -2 | 90 | 64* | 11[fluorescence artefact?] | 0.4
CCN1CCCC1CNC(=O)c1cc2c(=O)n(C)c3ccccc3c2n1C (stereo not drawn) | -6 | 93 | 102 | 91 | 3 | 107[fluorescence artefact?] | -9 | 42[fluorescence artefact?] | 1.1
COc1ccc(C(=O)COC(=O)C(CC(C)C)N2C(=O)c3ccccc3C2=O)cc1 (stereo not drawn) | / | 102 | 99 | 95 | / | 111 | / | -6 | /
COc1ccc(OC)c(S(=O)(=O)Nc2ccccc2C(F)(F)F)c1 | / | 82 | 105 | 96 | / | 120 | / | -10 | /
C=CCNC(=O)CSc1ccc(Cl)cc1 | -17 | 98 | 99 | 105 | 141 | 95[fluorescence artefact?] | 24 | -3 | 0.8
c1cc2c(cc1C1CCCCC1)c1c3n2CCCNC3CCC1 (stereo not drawn) | / | 2.7* | 1.3* | 2.6* | / | 94 | / | 8 | /
CC(C)Oc1cc(NC(=O)CSCC(=O)Nc2cccc(C(F)(F)F)c2)c(Cl)cc1Cl | 27 | / | / | / | -3 | / | 10 | / | 0.9
The listing continues.
SMILES | Mac1 fbg inh | HUVEC inhibit | H69AR inhibit | Lung fibro prol | Mac1 fbg enh | ERa SRC1 pot | CYP2C19 inh | ERa SRC1 inh | CYP2C19 act
O=C(NCCN1CCN(Cc2ccccc2)CC1)c1cc2c(=O)[nH]c3ccccc3c2s1 | -3 | 63 | 1.9* | 43* | -3 | 82 | -3 | 24 | 1
CCOC(=O)C1CCN(C(=O)CN(c2cc(OC)ccc2OC)S(=O)(=O)c2ccccc2)CC1 | 6 | 95 | 96 | / | -2 | 122 | 17 | -4 | 0.8
CN1CCN(CCCNC(=O)Cn2ncc3c4ccccc4n(C)c3c2=O)CC1 | / | 100 | 97 | 97 | / | 115 | / | 10 | /
CCOC(=O)c1nnc(-c2ccc(C)cc2)nc1Sc1ccccc1Cl | 2 | 69 | 25* | 84 | 6 | 100 | 44 | -7 | 0.6
Cc1ccc(C(C)C)c(OCCN(C)C)c1 | 9 | 94 | 89 | 98 | -2 | 109 | 14 | -5 | 0.9
O=C(NCC1COc2ccccc2O1)c1cc2ccccc2o1 (stereo not drawn) | / | 86 | 93 | 104 | / | 101 | / | 5 | /

Assay outcomes as filed in PubChem.
